High-throughput results as filed in PubChem BioAssay.
FBPA Giardia inh = Giardia lamblia aldolase inhibition | hit rate 0.71% among 290,000 | A8B2U2 | Potency, µM (doses to about 59.6 µM), for inactives: at the highest dose activity, negative = inhibition, most hits filed as inhibitors | purified Giardia FBPA; further: potency means the concentration at half of the fitted maximal effect; nearly all actives have a fitted effect of over 55% in size
Target sequence (A8B2U2 whole entry, looked up): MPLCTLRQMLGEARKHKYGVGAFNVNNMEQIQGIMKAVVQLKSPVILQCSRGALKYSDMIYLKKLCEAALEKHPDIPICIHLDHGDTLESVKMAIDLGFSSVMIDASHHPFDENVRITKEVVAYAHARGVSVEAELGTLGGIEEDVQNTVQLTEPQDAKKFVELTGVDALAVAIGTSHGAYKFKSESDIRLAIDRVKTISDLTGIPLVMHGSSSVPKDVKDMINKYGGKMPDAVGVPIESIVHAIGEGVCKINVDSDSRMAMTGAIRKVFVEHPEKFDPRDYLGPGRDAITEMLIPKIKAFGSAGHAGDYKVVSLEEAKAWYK
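40 nM FBPA preincubated 10 min at RT with compound (up to 57.5 uM final), then substrate plus GAPDH/TPI/NAD/arsenate coupling and diaphorase/resazurin added. Fluorescence read after 20 min at RT, 525/598 nm.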
HCMV antiviral = blocks human cytomegalovirus replication; HFF cells, HCMV-luciferase reporter, 72 h; stronger effect = lower value; activity change, negative = inhibition, % at 57.5 µM; hit rate 4.5% among 410,000; AID 1259415; in the data active means activity change below about -60%; inconclusive means no clear call, values can overlap the other calls; inactive means above about -39%
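Human foreskin fibroblasts infected with luciferase-reporter HCMV at MOI 1 PFU/cell, compounds at two doses. Luciferase measured 72 h post infection; normalized to buffer-only basal and Salinomycin (10uM) controls.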
Sm TGR block = blocks Schistosoma mansoni thioredoxin glutathione reductase; purified TGR, DTNB reduction, TNB absorbance 405 nm; Potency, µM (titrated, usually from 114 µM), for inactives: top-dose activity change, negative = inhibition, actives largely listed as inhibitors; Q962Y6; hit rate 3% among 360,000; further: potency means the concentration at half of the fitted maximal effect; nearly all actives have a fitted effect of over 60% in size
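TGR 20 nM + NADPH 100 uM (dispensed conc.), cpd preinc 15 min RT; start with NADPH (500 uM addition) then DTNB (15 mM addition). Kinetic TNB absorbance, 405 nm filter. Four-parameter Hill fit across titration.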
HCV inhibitor = HCV inhibition; Huh7.5.1 HCVcc-Cre infection, luciferase reporter, 44 h; Potency, µM (titrated, usually from 41.8 µM), inactives show at the top dose activity change, negative = inhibition, actives largely listed as inhibitors; hit rate 3.4% among 340,000; further: potency means the concentration at half of the fitted maximal effect
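Whole-lifecycle infectious HCVcc-Cre system; cells 1,000/well, compound then virus (~0.5 moi) added 4 h after plating, 44 h culture. Luciferase read 15 sec following 15 min substrate incubation, room temp.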
AmpC detergent = blocks E. coli AmpC beta-lactamase in detergent assay; hit rate 0.041% among 370,000; AmpC hydrolysis of nitrocefin, absorbance 480 nm, 0.01% Triton; Potency, µM (highest dose often 114 µM), for inactives: top-dose activity change, negative = inhibition, hits mostly inhibitors; P00811;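 further: potency means the concentration at half of the fitted maximal effect; 0% = no-compound wells and -100% = no-enzyme wells; nearly all actives have a fitted effect of over 25% in size; some results filed as inactive show a strong effect at the top dose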
Target sequence (P00811 whole entry, looked up): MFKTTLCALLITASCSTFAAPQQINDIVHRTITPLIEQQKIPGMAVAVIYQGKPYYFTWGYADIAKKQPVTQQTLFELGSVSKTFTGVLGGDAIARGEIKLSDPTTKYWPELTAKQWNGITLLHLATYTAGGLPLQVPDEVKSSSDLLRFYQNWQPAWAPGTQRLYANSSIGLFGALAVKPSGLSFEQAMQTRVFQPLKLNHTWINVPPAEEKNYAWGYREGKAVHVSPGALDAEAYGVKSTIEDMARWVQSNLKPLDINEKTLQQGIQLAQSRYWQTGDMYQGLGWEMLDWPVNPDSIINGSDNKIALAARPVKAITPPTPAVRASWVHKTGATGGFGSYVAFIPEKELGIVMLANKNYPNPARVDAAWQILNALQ
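AmpC (5.3 nM in the dispensed reagent) in 20 mM phosphate pH 7.0 with 0.01% (detergent screen) or 0.0001% Triton X-100 was preincubated with compounds for 15 min at room temperature. Nitrocefin was then added from an 800 uM solution, and hydrolysis was followed at 480 nm.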
AmpC no deterg = AmpC beta-lactamase inhibition without detergent; P00811; AmpC nitrocefin hydrolysis, absorbance 480 nm, 0.0001% Triton; Potency, µM (series often up to 57.1 µM), for inactives: at the highest dose activity change, negative = inhibition, usual class: inhibitors; hit rate 0.52% among 330,000; AID 485341;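 further: potency means the concentration at half of the fitted maximal effect; plate controls were no compound for no effect and no enzyme for full effect; nearly all actives have a fitted effect of over 20% in size; some results filed as inactive show a strong effect at the top dose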
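AmpC (5.3 nM in the dispensed reagent) in 20 mM phosphate pH 7.0 with 0.01% (detergent screen) or 0.0001% Triton X-100 was preincubated with compounds for 15 min at room temperature. Nitrocefin was then added from an 800 uM solution, and hydrolysis was followed at 480 nm.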
Starred values were filed as active, the others as inactive; ? = inconclusive; . = not tested or not shown; & = joins results of further samples; [ ] = remark or other dose. Unless noted, the call rests on the fitted dose curve; in most records, active means well fitted curve in the direction sought with a large enough effect; inconclusive means small, poorly fitted or top-dose-only effect, or another doubt; inactive means no such curve, though single readings can be large; an effect the other way counts as inactive or inconclusive. Unless noted, on the % scale 0 is the no-effect control and ±100 the full control effect.

Below each compound: FBPA Giardia inh	HCMV antiviral	Sm TGR block	HCV inhibitor	AmpC detergent	AmpC no deterg
CCC(=O)Nc1ccc(C(=O)NNC(=O)COc2cc(C)ccc2C)cc1
    12%	-22	-1%	-3%	-6%	-19%
CCOC(=O)c1cc(C)sc1NC(=O)CCC(=O)O
    13%	-10	-10%	?	-1%	-12%
CS(=O)(=O)c1ccccc1-c1nnc(NC(=O)c2cccc(N3C(=O)CCC3=O)c2)o1
    .	-37	-5%	2%	?	-10%
N#CC1(NC(=O)CN2C(=O)c3ccc([N+](=O)[O-])cc3C2=O)CCCCC1
    .	-7	-23%	4%	?	?
C/C(=N\NC(=O)Cn1nc(C)c([N+](=O)[O-])c1C)c1ccco1
    -4%	2	-20%	-5%	3%	2%
Cc1ccc2oc(C(=O)N3CCC(c4nc5ccccc5s4)CC3)c(C)c2c1
    .	11	5%	.	-7%	.
COCCCNCCCCOc1ccc(Br)cc1C
    -24%	-5	-1%	11µM*	-6%	41%
Cc1ccc(Cn2nnc3c(=O)n(CC(=O)N4CCN(c5ccccc5)CC4)cnc32)cc1
    3%	-65*	2%	-30%	?	36%
CC(=O)c1c(CSc2ccccc2)oc2ccc(O)c(CN(C)C)c12
    -9%	-69*	3%	?	-9%	8%
CSc1ccc(CCNC(=O)CCc2nnc3ccc(N4CCCC4)nn23)cc1
    10%	-12	-8%	-15%	-17%	136%[activator]
Cc1ccc([N+](=O)[O-])cc1NC(=O)CSc1nnc(C)n1CC1CCCO1 (centres undefined)
    .	12	-11%	18%	2%	0%
C=CCn1c(SCC(=O)N2CCN(c3ccccc3)CC2)nc2c([nH]c3ccccc32)c1=O
    .	-29	-22%	?	-13%	-14%
O=S(Cc1ccc(Br)cc1)Cc1nnc(SCc2ccc(Br)cc2)n1-c1ccccc1 (centres undefined)
    -1%	-80*	3%	5µM*	-17%	47%
COc1ccc(-c2cn3cccnc3n2)cc1NC(=O)Nc1ccc(Cl)cc1
    .	-36	4%	.	4%	.
N#Cc1ccc2c(c1)C[C@]1(CCCCN3C(=O)c4ccccc4C3=O)Oc3c(c(=O)oc4ccc(F)cc34)C2O1
    -5%[12.9 µM]	.	3%[22.9 µM]	.	1%[22.9 µM]	-23%[11.4 µM]
Cc1cc([N+](=O)[O-])ccc1NCc1ccccc1
    0%	.	-17%	-16%	-11%	-22%
O=C(CSc1nc2ccccc2s1)N/N=C/c1ccccc1C(=O)O
    9%	0	14%	7%	4%	-34%
CCOC(=O)c1ccc(-c2ccc(/C=C(\C#N)C(=O)NCc3cccs3)o2)cc1
    9%	28	-8%	-2%	?	-19%
CN(C)c1ccc(C(CNC(=O)c2ccccc2Cl)N2CCCC2)cc1 (centres undefined)
    .	-11	-5%	.	1%	.
CC(/C=C/c1ccco1)=N\NC(=O)C(O)c1ccccc1 (centres undefined)
    -4%	3	?	-7%	-10%	-38%
CNC(=O)c1ccsc1NC(=O)C1CCN(S(=O)(=O)c2ccc(Cl)s2)CC1
    .	-25	8%	?	?	-10%
CCN(CC)C(=O)c1[nH]cnc1C(=O)N[C@@H](CCCCNC(=O)OC(C)(C)C)C(=O)OC(C)(C)C
    -1%	-15	3%	-3%	4%	121%[activator]
CCOC(=O)C1(C)NC(c2cc(OC)c(OC)c(OC)c2)C2C(=O)N(CC)C(=O)C21 (centres undefined)
    3%	75	0%	11%	-10%	0%
CC1(C)C(=O)Nc2ccccc2N1C(=O)COC(=O)Cc1ccccc1F
    .	?	.	11%	.	-7%
CC(C)=CCC/C(C)=C/COc1ccc2ccc(=O)oc2c1
    -2%&2%&-4%&3%	-26	-19%	-29%	11%	0%
CCOC(=O)N1CCN(C(=O)CN(c2cccc(Cl)c2)S(=O)(=O)c2ccccc2)CC1
    .	-2	-1%	.	-3%	.
COc1c([N+](=O)[O-])cc(C(=O)NNC(=O)c2ccc(C)cc2)cc1[N+](=O)[O-]
    6%	56	7%	-6%	-11%	-22%
O=C(CN1C(=O)c2ccccc2S1(=O)=O)NCCSc1ccccc1
    -5%	16	-2%	-1%	-13%	-24%
CCc1ccc(-c2cc(C(=O)Nc3ccc(S(=O)(=O)NC(C)=O)cc3)c3ccccc3n2)cc1
    0%	27	-2%	10%	0%	24%
COc1ccccc1C(=O)NCC(=O)NC(C)c1ccc(-n2ccnc2)cc1 (centres undefined)
    .	-12	-4%	-6%	12%	-8%
CCCN(CCC)C(=O)Cn1c(=O)n(-c2ccc(C)c(C)c2)c(=O)c2c3c(sc21)CCCCC3
    .	5	-3%	.	26%	.
Cc1ccc(N(CC(=O)NCC2CCCO2)C(=O)CCC(=O)Nc2cc(C)on2)cc1 (centres undefined)
    3%	0	-11%	24%	-8%	12%
COc1ccc(NC(=O)CC2C(=O)N(c3ccccc3)C(=O)N2Cc2cccnc2)cc1 (centres undefined)
    .	-33	3%	.	16%	.
Cc1ccc(Nc2nc(CSc3nnnn3C)cs2)cc1
    -13%	32	?	?	-11%	-23%
CCCn1c(SCc2nc(-c3cccs3)no2)nnc1-c1ccncc1
    -4%	17	-27%	-29%	1%	15%
CCOc1ccc(-c2nnc3ccc(SCC(=O)NCc4ccco4)nn23)cc1
    -3%	-31	15%	-21%	1%	4%
Cc1nnc(SCC(=O)c2ccc(Br)cc2)s1
    -3%	-12	.	5%	5%	-23%
NC(=O)c1cc2c(s1)-c1cc(Cl)ccc1SC2
    3%	42	4%	?	-1%	-7%
Cc1ccccc1Nc1c(-c2ccccn2)nc2ccccn12
    -29%	-98*	3%	?	9%	145%[activator]
C=CCn1c(SCCOC)nc2c1c(=O)[nH]c(=O)n2C
    3%	87	0%	10%	-7%	-11%

Reformatted bar-delimited: entries from further up
SMILES | FBPA Giardia inh | HCMV antiviral | Sm TGR block | HCV inhibitor | AmpC detergent | AmpC no deterg
COc1ccccc1C(=O)NCC(=O)NC(C)c1ccc(-n2ccnc2)cc1 (centres undefined) | . | -12 | -4% | -6% | 12% | -8%
CCCN(CCC)C(=O)Cn1c(=O)n(-c2ccc(C)c(C)c2)c(=O)c2c3c(sc21)CCCCC3 | . | 5 | -3% | . | 26% | .
Cc1ccc(N(CC(=O)NCC2CCCO2)C(=O)CCC(=O)Nc2cc(C)on2)cc1 (centres undefined) | 3% | 0 | -11% | 24% | -8% | 12%
COc1ccc(NC(=O)CC2C(=O)N(c3ccccc3)C(=O)N2Cc2cccnc2)cc1 (centres undefined) | . | -33 | 3% | . | 16% | .
Cc1ccc(Nc2nc(CSc3nnnn3C)cs2)cc1 | -13% | 32 | ? | ? | -11% | -23%
CCCn1c(SCc2nc(-c3cccs3)no2)nnc1-c1ccncc1 | -4% | 17 | -27% | -29% | 1% | 15%
CCOc1ccc(-c2nnc3ccc(SCC(=O)NCc4ccco4)nn23)cc1 | -3% | -31 | 15% | -21% | 1% | 4%
Cc1nnc(SCC(=O)c2ccc(Br)cc2)s1 | -3% | -12 | . | 5% | 5% | -23%
NC(=O)c1cc2c(s1)-c1cc(Cl)ccc1SC2 | 3% | 42 | 4% | ? | -1% | -7%
Cc1ccccc1Nc1c(-c2ccccn2)nc2ccccn12 | -29% | -98* | 3% | ? | 9% | 145%[activator]
C=CCn1c(SCCOC)nc2c1c(=O)[nH]c(=O)n2C | 3% | 87 | 0% | 10% | -7% | -11%

(next part)
Below each compound: FBPA Giardia inh	HCMV antiviral	Sm TGR block	HCV inhibitor	AmpC detergent	AmpC no deterg
Cc1nc(N(C)Cc2ccccc2)c2nnn(Cc3ccccc3)c2n1
    0%	0	-17%	-6%	-10%	10%
O=[N+]([O-])c1cc(CN2CCCC2)ccc1Sc1ccc(Cl)cc1
    0%	16	.	?	3%	-1%
COc1ccc(C2(c3ccc(OC)cc3)NC(=O)N(CC(=O)Nc3ccc(N4CCOCC4)cc3)C2=O)cc1
    .	-32	-10%	1%	-5%	129%[activator]
CCc1nnc(NC(=O)c2cccc(NC(=O)C(C)C)c2)s1
    4%	70	1%	-7%	?	-15%
C=C(Cl)COc1ccc2c(CCCC)cc(=O)oc2c1
    -1%	-10	-3%	?	-14%	-27%
Cc1cc(=O)oc2cc(OCC(=O)N3CCN(C(=O)c4ccco4)CC3)ccc12
    1%	47	-23%	5%	-5%	-9%
Cc1ccc(OCCC(=O)Nc2ccc3c(c2)OCCCO3)cc1
    .	12	2%	?	8%	-7%
COc1cccc(Nc2nc(-c3sc(NC(=O)c4ccco4)nc3C)cs2)c1
    -13%	-12	12%	?	-1%	-29%
COCCn1c(SC(C)C(=O)Nc2ncc(Cl)cc2Cl)nc2ccccc21 (centres undefined)
    8%	-70*	1%	?	-12%	53%
O=C(Nc1ccccc1)c1ccc(Br)c(S(=O)(=O)Nc2ccccn2)c1
    -9%	-31	11%	20%	-3%	-4%
CCCCCNC(=O)c1cc2c(=O)n3ccccc3nc2n1C
    .	40	-7%	.	13%	.
Cc1ccc(C(=O)/C=C/Nc2ccc([N+](=O)[O-])cc2Br)cc1
    9%	89	-3%	11%	?	-10%
CCn1cc2nc(SCc3ccccc3Cl)n(CCc3ccccc3)c(=O)c2n1
    .	-15	10%	.	3%	.
COC(=O)[C@]1(C)N[C@H](CN(C)C(=O)c2ccc(C(C)(C)C)cc2)[C@@H]2C(=O)N(Cc3ccccc3)C(=O)[C@@H]21
    .	-19	.	0%[8.37 µM]	.	-3%
CC(=O)NC(N1CCCCC1)C(F)(F)C(F)(F)C(F)(F)C(F)F (centres undefined)
    1%	6	5%	-1%	-15%	-2%
O=c1[nH]c2ccc(NS(=O)(=O)c3ccc4ccccc4c3)cc2[nH]1
    -8%	25	3%	?	-15%	-40%
CCc1cc2c(SCC(=O)c3ccccc3)ncnc2s1
    1%	81	?	?	-4%	-20%
COC(=O)c1ccc(CSc2ccc(S(=O)(=O)N3CCCCC3)cn2)cc1
    .	13	-10%	-14%	-1%	-19%
CCOC(=O)c1c(NC(=O)COC(=O)CCOc2ccc(OCC)cc2)sc(C(=O)N(C)C)c1C
    .	.	2%	?	-5%	207%[activator]
COc1ccccc1N1CCN(C2CCN(C(=O)c3cccc(F)c3)CC2)CC1
    ?	12	-4%	-4%	3%	-37%
O=C(c1c(F)c(F)c(F)c(F)c1F)N1CCN(c2cccc(C(F)(F)F)c2)CC1
    -3%	-27	-2%	17%	-1%	24%
Cc1ccc(N2C(=O)N(CC(=O)N(C)Cc3ccccc3)C(=O)C2C)cc1 (centres undefined)
    -2%	24	6%	-2%	7%	78%[activator]
Cc1[nH]nc2c1C1(C(=O)N(Cc3ccc(Cl)cc3)c3ccccc31)C(C#N)=C(N)O2 (centres undefined)
    -22%	-70*	-7%	-7%	0%	-26%
